FLuc inh counter: firefly luciferase enzyme inhibitors, primary screen, artefact control for luciferase-based inhibitor screens, biochemical, luminescence, ATPLite | Luciferin 4-monooxygenase (Photinus pyralis), P08659 | 200,000 tested, 1.5% active | 10 min | inhibition, % at 10 µM | AID 1006, 2008;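 active = inhibition above about 50% when tested at 10 µM, limit read from the data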
Target sequence (P08659 whole entry, looked up): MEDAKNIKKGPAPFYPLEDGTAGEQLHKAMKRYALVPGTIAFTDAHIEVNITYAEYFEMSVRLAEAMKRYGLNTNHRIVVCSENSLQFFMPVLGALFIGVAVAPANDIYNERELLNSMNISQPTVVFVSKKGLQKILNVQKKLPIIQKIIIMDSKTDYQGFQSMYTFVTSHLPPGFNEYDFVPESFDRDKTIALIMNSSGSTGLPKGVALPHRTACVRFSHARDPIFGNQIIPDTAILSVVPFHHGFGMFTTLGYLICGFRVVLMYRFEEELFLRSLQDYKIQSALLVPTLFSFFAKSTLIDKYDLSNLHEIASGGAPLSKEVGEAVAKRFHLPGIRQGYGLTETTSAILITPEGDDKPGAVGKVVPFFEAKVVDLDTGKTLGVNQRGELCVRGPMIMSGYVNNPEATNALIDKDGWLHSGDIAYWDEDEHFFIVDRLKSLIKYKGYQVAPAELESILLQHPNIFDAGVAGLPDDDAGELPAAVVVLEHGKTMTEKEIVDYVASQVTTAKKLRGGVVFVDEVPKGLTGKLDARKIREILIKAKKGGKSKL
APP 5'UTR act: activators of APP 5'UTR luciferase reporter, primary screen, SH-SY5Y cells. SH-SY5Y APP 5'UTR luciferase reporter, luminescence; zero percent = DMSO vehicle wells. activation, % at 2 µM. 190,000 tested, 1% active. AID 1276, 2008;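 active = activation above a set limit, based on mean plus 3 SD of controls, cut at about 140% in these data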; note: values of inactives mirror those of a sister screen read the other way
NF-kB expr up: activators of NF-kB expression in neurons, primary screen, cell-based, HTS | human neuronal cells, NF-kB reporter expression; active compounds read high | fold change at 12.5 µM | 190,000 tested, 1.6% active | AID 1239, 2008; in the data active = fold change above about 3.3
STAT1 activator: STAT1 signaling activators, primary screen, cell-based, HTS, luciferase reporter; NIH 3T3 STAT1-luciferase reporter, IFN-gamma, luminescence; 100% = IFN-gamma alone, no compound; activation (% of control), % at 5.5 µM; 200,000 tested, 2.6% active;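 active = activation above the screen-wide mean activation plus 3 SD, cut at about 130% in these data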;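 note: raw ratio to IFN-gamma control signal so 100% means no change and 0% no light; values of inactives mirror those of a sister screen read the other way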
DTT redox prof: compounds producing H2O2 with reducing agent – biochemical, NIH compound library profiling, artefact control for MLSCN library redox annotation, primary screen. 200,000 tested, 0.03% active. activation, % at 10 µM. DTT-dependent redox cycling H2O2, phenol red/HRP absorbance; 100% = 100 µM peroxide control, 0% = buffer;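 active = activation of at least 50% relative to the plate's high and low controls in the primary single-dose screen; inactive = activation below 50%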;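 note: compound incubated with DTT at 0.8 mM final as the reducing agent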
Hsp70 act: Hsp70 transcriptional activators, primary screen, cell-based, HeLa, Hsp70 promoter luciferase, luminescence, 10 µM. HeLa Hsp70 promoter luciferase reporter; scaled: vehicle 0, proteasome-inhibitor control 100%. 200,000 tested, 0.04% active. activation, % at 10 µM;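 active = activation above the mean across all tested compounds plus 3 SD, cutoff set per campaign, cut at about 5.5% in these data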;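 note: 100% = MG132 at 30 µM as the positive control and 0% = DMSO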
FLuc act counter: FLuc activators, initial screening, artefact control for FLuc-dependent activation tests, biochemical, ATPlite luminescence; 200,000 tested, under 10 active; Luciferin 4-monooxygenase (Photinus pyralis), P08659; ATPlite luciferase biochemical, 10 min; 0 = ATP-free wells, 1 = DMSO control; activation factor at 10 µM;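 active = luciferase activation factor, scaled between plate controls, of at least 2 with compound at 10 µM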
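Assay system – cell-free luciferase reagent · Medium – PBS-based ATP solution · Dosing – test compounds dosed from 2 mM stocks in 100% DMSO · Timing – 10 min, room temperature · Technique – light output (luminescence) · Measure – luminescence gain marking luciferase activators · Controls – No-ATP low control, compound-free enzyme-plus-ATP high control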
G6PDH counter: L. mesenteroides G6PDH inhibitors, counter-screen for G6PDH-coupled screening assays, biochemical, Leuconostoc mesenteroides enzyme; glucose-6-phosphate dehydrogenase [Leuconostoc mesenteroides]; Purified L. mesenteroides G6PDH, diaphorase/resazurin coupled fluorescence, 45 min; inhibition, % at 5 µM; 200,000 tested, 0.12% active; in the data active = inhibition above about 50%
HMGR II inh: inhibitors of E. faecalis class II HMGR, primary screen, biochemical, Enterococcus faecalis | HMG-CoA reductase (Enterococcus faecalis, mvaE) | purified E. faecalis HMGR, NADPH absorbance 340 nm kinetic | AID 1066, 2008 | 190,000 tested, 0.41% active | inhibition, % at 10 µM;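 active = inhibition above a set limit, the median over all tested compounds plus 3 SD, cut at about 9.5% in these data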;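 note: enzyme runs in reverse so mevalonate oxidation gives rising NADPH absorbance; 0% = complete reaction with DMSO and 100% = background rate lacking mevalonate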
APP transl inh: inhibitors of APP translation via 5'UTR reporter, primary screen, APP 5'UTR luciferase, SH-SY5Y cells; SH-SY5Y APP 5'UTR-luciferase reporter, luminescence; 190,000 tested, 0.82% active; inhibition, % at 2 µM; AID 1285, 2008;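 active = inhibition above a set limit, derived from the sample mean plus 3 SD, cut at about 45% in these data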; note: values of inactives mirror those of a sister screen read the other way
Active calls of the source: *; . = not tested or not shown.

SMILES	FLuc inh counter	APP 5'UTR act	NF-kB expr up	STAT1 activator	DTT redox prof	Hsp70 act	FLuc act counter	G6PDH counter	HMGR II inh	APP transl inh
CCC1(C)Cc2c(sc3nnn(CC(=O)Nc4cccc5ccccc45)c(=O)c23)CO1 (configuration not stated)	-7	-3	0.82	97	-8.6	-0.3	1.1	0	3	3
COc1cc2nc(COc3ccc(C#N)cc3)n(CC#N)c(=O)c2cc1OC	-3	17	0.57	92	1.4	0.0	1	6	-5	-16
Cc1ccc(CN2CCN(Cc3cccn3-c3ccc(Cl)cn3)CC2CCO)o1 (configuration not stated)	-5	-11	0.91	103	0.3	-0.2	1.1	8	-2	11
CCOC(=O)N1CCN(c2ccc(C(=O)c3ccccc3)cc2F)CC1	-3	56	1.7	118	2.3	-0.4	1	5	-5	-56
NC(=O)C1CCCN(C(=S)Nc2ccccc2)C1 (configuration not stated)	-1	-11	1.3	103	-0.2	-0.3	1	5	0	11
COc1ccc(CN2C(=O)c3cccnc3C2Nc2cc(Cl)c(OC)cc2OC)cc1 (configuration not stated)	-2	-16	1.2	106	-1.1	0.0	1	7	-2	16
O=c1oc2ccccc2n1CCCCCn1c(=O)oc2ccccc21	-10	12	1.1	100	2.5	0.0	1.1	5	-4	-12
Cc1noc(C)c1COC(=O)c1cc(=O)[nH]c2ccccc12	-3	-7	1.3	99	2.2	-0.2	1	8	-3	7
COc1cccc(/C=N/NC(=O)C(C)n2nnc3ccccc32)c1 (configuration not stated)	-3	-21	1.2	87	-0.2	-0.3	1	8	3	21
O=[N+]([O-])c1ccc(N2CCOCC2)cc1NC(c1ccccc1)c1ccccc1	-3	4	0.83	100	0.3	-0.1	1	0	0	-4
CCOC(=O)NC(=O)/C(C#N)=C\Nc1ccc(Cl)cc1Cl	41	-5	0.97	111	-0.8	-0.3	0.6	-2	-4	5
O=C(O)CSc1nnc(Cn2nnc3ccccc32)n1CCc1ccccc1	0	-6	0.99	89	0.6	-0.1	1	-2	0	6
CCCCNC(=O)c1onc(CCl)c1C(=O)OC	0	-4	1.1	103	-6.1	-0.5	1	4	.	4
COc1cc(O)c2c(c1)OC(c1ccc(O)cc1)CC2=O (configuration not stated)	-4	8	1.1	105	0.2	-0.2	1	5	2	-8
CC(C)OCCCN1CN(S(=O)(=O)c2cccc(Cl)c2)c2nc3ccccc3nc21	-4	0	0.93	107	0.5	0.0	1	5	-2	0
c1ccc(-n2c(Cc3cccnc3)nc3cnccc32)cc1	.	3	.	94	-0.6	-0.1	.	.	.	-4
S=C1NC2(CCCC2)N=C1c1ccccc1	-3	18	0.96	109	-0.2	-0.1	1	6	-1	-18
CCOC(=O)c1ccc(N2C(=O)C3C(/C=C/c4ccccc4)OC4(C(=O)c5ccccc5C4=O)C3C2=O)cc1 (configuration not stated)	-8	-4	1.3	100	0.1	-0.4	1.1	-8	-3	4
CCCCOc1ccc(N(CC(=O)NC(C)C)C(=O)CCC(=O)Nc2ccccn2)cc1	-10	0	1.6	103	0.1	0.1	1.1	12	2	0
COc1ccc(C)cc1N1C(=N)/C(=C2/Nc3ccccc3S2)C(c2ccccc2)C1=O (configuration not stated)	-2	-28	1.2	93	-0.8	-0.1	1	-5	-3	28
C#CCNC(=O)C1=C[C@@H](c2ccc(C(F)(F)F)cc2)C[C@@H](OCCCCO)O1	0	12	1.1	102	-1.3	-0.1	1	11	3	-12
CC(=O)c1ccc(OCCOc2ccc(Cl)c3cccnc23)cc1	-4	1	0.45	85	-0.4	-0.2	1	2	0	-1
Cc1ccc(-c2csc(=S)n2CC(=O)OCC(=O)NCc2ccc(F)cc2)cc1	-4	.	0.84	91	0.1	-0.3	1	4	-5	.
CC(/C=N/NC(=O)Cc1cccs1)=C\c1ccco1	-6	-2	1.6	113	-1.2	-0.3	1.1	20	3	2
Cc1ccc(C(=O)ONc2ccc(N=O)cc2)cc1	97*	3	1	99	1.7	-0.2	0	-36	-3	-3

Record cards, from the list above. Values in the order: FLuc inh counter	APP 5'UTR act	NF-kB expr up	STAT1 activator	DTT redox prof	Hsp70 act	FLuc act counter	G6PDH counter	HMGR II inh	APP transl inh
`c1ccc(-n2c(Cc3cccnc3)nc3cnccc32)cc1` is entered as .	3	.	94	-0.6	-0.1	.	.	.	-4
`Cc1noc(C)c1COC(=O)c1cc(=O)[nH]c2ccccc12` is entered as -3	-7	1.3	99	2.2	-0.2	1	8	-3	7
`CC(C)OCCCN1CN(S(=O)(=O)c2cccc(Cl)c2)c2nc3ccccc3nc21` is entered as -4	0	0.93	107	0.5	0.0	1	5	-2	0
`O=c1oc2ccccc2n1CCCCCn1c(=O)oc2ccccc21` is entered as -10	12	1.1	100	2.5	0.0	1.1	5	-4	-12

The results go on:
SMILES	FLuc inh counter	APP 5'UTR act	NF-kB expr up	STAT1 activator	DTT redox prof	Hsp70 act	FLuc act counter	G6PDH counter	HMGR II inh	APP transl inh
CNCc1sccc1C	-4	-12	1	106	0.7	-0.2	1	1	2	12
Cc1ccc(Cc2c(C)nc3nc(SCC(=O)NCc4ccco4)nn3c2C)cc1	-3	-10	1.3	98	-0.4	0.2	1	4	-2	10
CC(C(=O)N1CCCCCC1)c1ccc([N+](=O)[O-])cc1 (configuration not stated)	-6	-14	1.1	101	0.3	0.9	1.1	19	0	14
Cc1ccc(C(C)C)c(OCCNS(C)(=O)=O)c1	-8	-5	0.91	93	3.6	-0.2	1.1	11	-3	5
Cn1c(=O)oc2ccc(C(=O)CSc3nnnn3-c3ccccc3)cc21	-8	-11	1.1	98	0.5	-0.2	1.1	1	-3	10
O=C(Nc1ccccc1)N1CCN(c2ccc(F)cc2)CC1	-1	8	1.1	95	-0.1	-0.3	1	5	-5	-8
CC(=O)c1cnc2c(-c3ccccc3)c(C(F)(F)F)nn2c1C	-9	5	1.2	109	0.6	-0.2	1.1	16	-5	-4
CC(C)N1CC2=C(OC(N)=C(C#N)C2c2cccnc2)/C(=C/c2cccnc2)C1 (configuration not stated)	-8	0	0.87	97	-1.5	-0.3	1.1	20	-1	0
CCCCCCCCn1c(N2CCN(c3cccc(Cl)c3)CC2)nc2c1c(=O)[nH]c(=O)n2C	-1	4	0.96	100	0.3	0.1	1	17	-7	-4
Cc1ccccc1N1CCN(C(=S)c2ccc([N+](=O)[O-])cc2)CC1	-5	-8	0.7	102	0.0	-0.1	1.1	1	5	8
CCCCSc1nnc(-c2ccc(C)cc2)n1C	8	38	1.5	117	1.4	0.1	0.9	0	-4	-38
CC(=O)N(CN1C(=O)C2CC=CCC2C1=O)c1cccc(Cl)c1 (configuration not stated)	-6	23	1	93	2.2	-0.5	1.1	-3	0	-23
NS(=O)(=O)c1ccc(CCNC(=O)COC(=O)CCSc2ccc(Cl)cc2)cc1	0	6	1.1	94	0.2	-0.1	1	9	0	-6
CSc1ccccc1NC(=O)c1ccc(C)o1	5	10	1.5	99	-1.3	-0.1	1	2	-2	-10
Cc1c(N=C/C=C2\N(C)c3ccccc3C2(C)C)c(=O)n(-c2ccccc2)n1C	-2	20	1.1	98	1.5	-0.4	1	-1	-2	-20
COc1cc(C(=O)NCCOc2ccc(F)cc2)c(Br)c(OC)c1OC	-4	-1	0.98	93	-1.1	-0.3	1	6	-5	1
Cc1ccc(S(=O)(=O)Cc2sc3ccccc3[n+]2C)cc1	-3	5	1.2	97	0.0	-0.5	1	3	-4	-6
Cc1cccc(OCCOc2ccc(/C=N/NC(=O)Cc3nnc(N)s3)cc2)c1	-6	-6	1.2	99	-3.2	0.0	1.1	-19	0	6
CCN(CC)C(=O)c1cn(-c2ccccc2)nc1-c1ccc2c(c1)OCCO2	-2	-6	1	90	-0.1	-0.6	1	13	-5	6
CC1(C)CC(=O)c2c(Cc3ccccc3)n[nH]c2C1	-6	12	1	102	1.0	0.0	1.1	1	-6	-12
C=C(C)[C@@H]1CCC2(C(=O)O)CC[C@]3(C)[C@H](CC[C@@H]4[C@@]5(C)CCC(=O)C(C)(C)[C@@H]5CC[C@]43C)[C@@H]12 (some centres not stated)	-8	18	1	101	0.7	-0.2	1.1	16	-6	-18
CCCCCCCCS(=O)c1sc2nc3c(cc2c1N)CCCC3 (configuration not stated)	.	-13	1.2	95	2.1	-0.6	.	.	1	13
O=S(=O)(NC1CCCCC1N1CCOCC1)c1ccc(Cl)cc1 (configuration not stated)	-9	19	0.93	93	0.5	-0.3	1.1	9	-6	-19
Cn1c(=O)c2c(nc(N3CCN(c4ccccc4)CC3)n2CCCc2ccccc2)n(C)c1=O	-2	-14	1.1	108	3.2	-0.4	1	-58	-2	14
CC(Cc1ccccc1)C(=O)NCc1ccncc1 (configuration not stated)	-5	17	1	94	0.4	-0.2	1	16	4	-17
Next section:
SMILES	FLuc inh counter	APP 5'UTR act	NF-kB expr up	STAT1 activator	DTT redox prof	Hsp70 act	FLuc act counter	G6PDH counter	HMGR II inh	APP transl inh
CC1CCN(S(=O)(=O)c2cc(Cl)ccc2Br)CC1	-2	-5	1.2	99	1.1	0.5	1	7	0	5
O=C(CNS(=O)(=O)c1cccc(C(F)(F)F)c1)Nc1ccccc1F	-2	11	1.1	97	1.9	0.4	1	-3	5	-11
Cc1cccc(CNC(=O)CCc2nnc(C3CCCCC3)o2)c1	-4	3	1	98	-0.1	0.1	1	6	-6	-3
CC1CCN(C(=O)/C(=C/c2ccccc2Cl)c2ccccc2)CC1	-4	-2	0.86	101	2.0	-0.1	1	6	-3	2
CC(C)CCN(N=O)[C@@H](Cc1ccccc1)CN(N=O)[C@@H](Cc1ccccc1)CN(C)N=O	-9	2	0.77	100	-1.5	-0.1	1.1	11	2	-2
O=C(NCc1nc2ccccc2[nH]1)C1=C[C@H](c2ccc3c(c2)OCO3)C[C@H](OCCCCO)O1	0	-6	0.85	93	-1.3	-0.3	1	12	-4	6
CCOC(=O)c1ccc(NC(=O)C2C3CCC(C3)C2C(=O)O)cc1 (configuration not stated)	2	13	1.2	93	2.7	0.6	1	-5	0	-13
Cc1oc(C(=O)Nc2ccc(C(=O)O)cc2)cc1COc1ccccc1	19	-13	1.3	107	0.1	-0.5	0.8	7	-2	13
Nc1nc2ccc(-c3nc4ccccc4o3)cc2s1	58*	157*	10*	152*	0.0	0.0	0.4	8	-5	-157
Fc1cccc(Cl)c1CSc1ccc2nnc(-c3ccccn3)n2n1	5	9	0.88	103	0.3	-0.2	1	-3	-5	-9
COc1ccc(O[C@H]2C=C[C@@H](c3ccccc3)O[C@@H]2COC(=O)CC/C(C)=N/O[C@@H](C)c2cn([C@H](CO)Cc3ccccc3)nn2)cc1	-1	-5	1.2	104	0.4	-0.1	1	18	-2	5
CC(C)[C@H](NS(=O)(=O)c1ccccc1)C(=O)OCC(=O)Nc1ccccc1Sc1ccccc1	-6	16	0.86	107	-0.1	-0.3	1.1	13	1	-16
COc1ccc(S(=O)(=O)n2ccc(-c3cnc(-c4ccccc4)s3)n2)cc1	-3	44	1.6	114	0.9	-0.2	1	-2	-1	-44

Screens: PubChem BioAssay, several laboratories
